Compound activity as filed in PubChem BioAssay.
SRC2 inh: inhibits human steroid receptor coactivator 2 | Q15596 | hit rate 0.17% among 370,000 | inhibition, % at 9 µM | AID 651957 | HEK293 GAL4-SRC2 luciferase reporter, luminescence;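 active = inhibition above the mean inhibition of all tested compounds plus 3 SD, set per campaign, cut at about 52% in these data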;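 note: 0% = DMSO treated cells and 100% = cells given Gossypol at 36 µM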
MC4R antagonist: antagonists of human melanocortin 4 receptor (MC4R); P32245; MC4R-expressing cells, MTII-stimulated cAMP, LANCE TR-FRET; inhibition, % at 6.5 µM; hit rate 0.48% among 360,000;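 active = inhibition above its plate's cutoff, the mean of tested wells on that plate plus 3 SD, cut at about 29% in these data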;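 note: 0% = Melanotan II alone and 100% = Melanotan II plus saturating MCL0020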
Target sequence (P32245 whole entry, looked up): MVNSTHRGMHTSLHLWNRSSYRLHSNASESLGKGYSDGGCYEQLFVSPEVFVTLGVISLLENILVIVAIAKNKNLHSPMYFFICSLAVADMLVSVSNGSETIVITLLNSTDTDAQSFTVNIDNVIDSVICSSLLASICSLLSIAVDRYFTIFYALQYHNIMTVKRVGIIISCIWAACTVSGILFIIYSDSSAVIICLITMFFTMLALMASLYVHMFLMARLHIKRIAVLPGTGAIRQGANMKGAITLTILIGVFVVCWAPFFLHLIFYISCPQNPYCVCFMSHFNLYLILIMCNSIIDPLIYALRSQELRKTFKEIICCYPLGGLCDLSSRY
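Assay system: U2OS cells stably expressing human melanocortin 4 receptor (MC4R) / Dosing: 6.5 µM / Timing: compound 30 min, challenge 1 h, detection 1 h / Measured by: Eu-cAMP/anti-cAMP TR-FRET, emission 671 nm / Replicates: singlicate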
ABCB6 inh MLPCN: human ABCB6 transporter inhibition; fluorescence ratio to DMSO, % at 10 µM; K562-ABCB6 porphyrin accumulation, flow cytometry, 1 h; stronger effect = lower value; Q9NP58; hit rate 0.19% among 360,000;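 active = fluorescence ratio to DMSO below 75%, the collection mean minus 3 SD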;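 note: signal is porphyrin accumulated inside mitochondria; 100% equals median channel fluorescence of DMSO control wells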
TLR9-MyD88 block: inhibitors of human TLR9-MyD88 binding. Q9NR96+Q99836. inhibition, % at 4.98 µM. hit rate 0.21% among 340,000. CHO BLA complementation TLR9-MyD88, CCF4 FRET ratio;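 active = inhibition above the mean over all tested compounds plus 3 SD, cut at about 21% in these data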;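 note: 0% = DMSO only wells and 100% = clavulanate BLA inhibitor control wells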
H9c2 protect: myocardial damage modulation in H9c2 cells. H9c2 cardiomyocytes, H2O2 injury protection, ATPLite, 2 h. protection from H2O2 cell death, % at 20 µM. hit rate 0.63% among 360,000. AID 588492;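 active = compounds giving at least 50% protection of heart cells from peroxide-induced death in the single-dose screen, raw or plate-pattern-corrected value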;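 note: 0% = DMSO wells with peroxide and 100% = DMSO wells without peroxide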
ABHD5-PLIN5 inh: inhibitors of human ABHD5-perilipin-5 interaction; Split G. princeps luciferase complementation, luminescence, 4 h; Q00G26+Q8WTS1; AID 602281; hit rate 0.78% among 360,000; inhibition, % at 4 µM;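 active = inhibition above the mean inhibition across every tested compound plus 3 SD, cut at about 22% in these data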;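 note: 0% = DMSO only wells and the 100% control is not disclosed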
N-glyco inh: blocks N-linked glycosylation in D54 reporter cells; hit rate 0.23% among 360,000; reporter increase, % at 12.5 µM; D54 ERlucT glycosylation luciferase reporter, 24 h; percent of 100 nM tunicamycin response;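 active = mean luciferase reporter signal, scaled so untreated is 0 and the glycosylation-blocking control 100, at or above a set limit in every replicate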;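 note: luciferase carries N-glycosylation sites so blocking glycosylation raises the light; 0% = median of neutral control wells and 100% = median of 100 nM tunicamycin wells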
NOD2-RIPK2 inh: blocks binding of human NOD2 to RIPK2; O43353; CHO BLA complementation NOD2-RIPK2, CCF4 ratio; inhibition, % at 4.98 µM; hit rate 0.38% among 360,000; in the data active = inhibition above about 21%;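 note: 0% = vehicle only and 100% = reference blocker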
Target sequence (O43353 whole entry, looked up): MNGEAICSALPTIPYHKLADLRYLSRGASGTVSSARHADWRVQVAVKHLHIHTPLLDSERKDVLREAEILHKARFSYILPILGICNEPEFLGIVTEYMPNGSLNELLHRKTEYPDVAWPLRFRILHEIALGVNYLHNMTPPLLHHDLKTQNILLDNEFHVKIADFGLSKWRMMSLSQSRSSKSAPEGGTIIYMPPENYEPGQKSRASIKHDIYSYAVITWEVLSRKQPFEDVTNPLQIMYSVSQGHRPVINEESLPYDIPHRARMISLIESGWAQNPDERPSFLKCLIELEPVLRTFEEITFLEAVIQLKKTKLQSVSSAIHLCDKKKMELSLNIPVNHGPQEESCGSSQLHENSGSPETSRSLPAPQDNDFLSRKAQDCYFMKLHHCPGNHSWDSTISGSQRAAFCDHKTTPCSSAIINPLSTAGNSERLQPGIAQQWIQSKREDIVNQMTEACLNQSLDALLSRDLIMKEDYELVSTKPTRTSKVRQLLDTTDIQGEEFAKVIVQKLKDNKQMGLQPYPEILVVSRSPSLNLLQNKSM
HTR2A ag: mouse HTR2A agonism via beta-arrestin recruitment. P35363. CHO-K1 mHTR2A beta-arrestin complementation, luminescence; percent of 30 µM serotonin response. activation, % at 7.6 µM. hit rate 0.66% among 360,000. AID 624169;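 active = activation above a run cutoff, the mean activation of all tested compounds plus 3 SD, cut at about 14% in these data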;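 note: 0% = plate median of compound wells and 100% = 30 µM serotonin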
MC4R barr agon: agonists of human melanocortin 4 receptor (MC4R) beta-arrestin; hit rate 0.98% among 360,000; AID 540308; P32245; activation, % at 8.9 µM; U2OS MC4R beta-arrestin complementation, luminescence; percent of melanotan II response, DMSO zero;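 active = activation above a per-plate cutoff, the mean activation of sample wells on that plate plus 3 SD, cut at about 8% in these data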
The depositor's hits bear a star.

1. COc1cccc(/C=C2\Sc3ccc(C(=O)NCc4cccnc4)cc3N(C)C2=O)c1
2. O=C(COC(=O)c1cccc(-n2cnnn2)c1)c1ccccc1
3. Cc1cc(C)nc(NNS(=O)(=O)c2ccc(Cl)cc2)n1
4. OCCNc1cc(Cl)ncn1
5. O=C(CCC1CCCN(Cc2cccc(Cl)c2)C1)NCc1ccccc1F (centres undefined)
Screen / compound no.	1	2	3	4	5
SRC2 inh	6	-31	-13	-22	11
MC4R antagonist	22	4	7	20	11
ABCB6 inh MLPCN	98	97	98	102	100
TLR9-MyD88 block	-7	-13	-3	-8	1
H9c2 protect	14	3	3	4	10
ABHD5-PLIN5 inh	-2	-1	-13	-8	3
N-glyco inh	-4	-1	8	4	-2
NOD2-RIPK2 inh	3	-8	-5	-4	2
HTR2A ag	-8	6	-4	-4	-2
MC4R barr agon	-1.6	-0.9	-1.4	-0.5	-0.8

6. Cc1ccc(S(=O)(=O)n2ccc3c(OCCOCCSCC(NC(=O)OC(C)(C)C)C(=O)O)cccc32)cc1 (centres undefined)
7. Cc1cccc(NCc2ccc(Br)cc2)n1
8. CCOc1ccc(/C=C/C(=O)Nc2ccc(C(N)=O)cc2)cc1OC
9. O=C(CCN1CCCC1)Nc1cccc(Br)c1
10. CCOC(=O)c1[nH]c2cc3c(cc2c1CCCN1C(=O)c2ccccc2C1=O)OCCO3
Screen / compound no.	6	7	8	9	10
SRC2 inh	21	-25	-26	3	0
MC4R antagonist	0	22	-3	0	1
ABCB6 inh MLPCN	91	100	104	90	76
TLR9-MyD88 block	-7	-10	-4	0	6
H9c2 protect	0	-6	14	-2	7
ABHD5-PLIN5 inh	3	-11	-6	4	-1
N-glyco inh	0	-2	-1	3	0
NOD2-RIPK2 inh	-7	3	1	-3	3
HTR2A ag	-6	-10	-3	-6	0
MC4R barr agon	1.7	1.4	-1.8	-1.2	0.8

11. CCOc1ccc(CCNC(=O)C2CC(C)=CCC2C(=O)O)cc1OCC (centres undefined)
12. CCOc1cc(C(=O)N=c2sccn2C)ccc1OC(F)F
13. O=C(/C=C/Nc1ccc(Br)cc1F)c1ccco1
14. Nn1c(SCC(=O)NC(=O)NCc2ccccc2)nnc1C1CC1
15. c1ccc(Cn2nnc3c(N4CCc5ccccc54)ncnc32)cc1
Screen / compound no.	11	12	13	14	15
SRC2 inh	-19	-49	-18	5	1
MC4R antagonist	1	-5	-6	20	-4
ABCB6 inh MLPCN	97	101	93	98	102
TLR9-MyD88 block	-6	-3	-2	8	2
H9c2 protect	-2	-1	-25	3	2
ABHD5-PLIN5 inh	7	-7	-1	3	1
N-glyco inh	0	3	-19	2	4
NOD2-RIPK2 inh	-8	4	-4	-8	-4
HTR2A ag	-1	-3	-4	8	3
MC4R barr agon	-0.6	0.1	-2.1	1.8	-1.4

16. O=C(CNS(=O)(=O)c1ccc(Br)cc1)N1CCOCC1
17. CC(C)(C)C(=O)C(CO)(Oc1ccc(Cl)cc1)n1cncn1 (centres undefined)
18. Cc1nc2c(C(=O)NCc3ccc4c(c3)OCO4)cnn2c(C)c1Cc1ccc(F)cc1Cl
19. CCOC(=O)Cc1csc(SC(C)C(=O)Nc2ccc(NC(C)=O)cc2)n1 (centres undefined)
20. CCOC(=O)COc1ccc(/C=C2\NC(=S)N(CC)C2=O)cc1
Screen / compound no.	16	17	18	19	20
SRC2 inh	-29	2	-29	-11	-8
MC4R antagonist	16	0	7	4	9
ABCB6 inh MLPCN	98	98	97	97	83
TLR9-MyD88 block	1	4	-3	2	2
H9c2 protect	0	-2	4	3	-10
ABHD5-PLIN5 inh	-2	-2	-2	1	1
N-glyco inh	0	-2	-1	-3	0
NOD2-RIPK2 inh	-9	9	-1	-10	-19
HTR2A ag	1	6	-5	1	3
MC4R barr agon	-0.6	5.3	0.2	-2.1	-0.9

21. COc1ccc2[nH]c(=O)c(CNc3cc(C)ccc3C)cc2c1
22. N=c1oc2ccccc2cc1-c1nc(-c2ccccc2)cs1
23. CC(=O)Nc1ccc(NC(=O)c2ccnn2C)cc1
24. Cc1cc(-n2c(C)cc(C(=O)CSc3nc4ccccc4c(=O)n3Cc3ccco3)c2C)no1
25. CC(=O)C[C@H](O)CC(=O)[C@H]1OC(=O)CCCCCCCc2ccccc21
Screen / compound no.	21	22	23	24	25
SRC2 inh	-43	-32	2	-13	15
MC4R antagonist	4	1	1	2	5
ABCB6 inh MLPCN	102	100	98	98	94
TLR9-MyD88 block	-2	10	-1	1	-2
H9c2 protect	33	47	3	4	8
ABHD5-PLIN5 inh	0	0	-2	13	5
N-glyco inh	1	-2	0	-5	0
NOD2-RIPK2 inh	6	9	-1	-8	0
HTR2A ag	-1	-2	1	8	3
MC4R barr agon	0.1	6.6	1.3	1.4	-0.7

One compound at a time, as listed above. Values in the order: SRC2 inh	MC4R antagonist	ABCB6 inh MLPCN	TLR9-MyD88 block	H9c2 protect	ABHD5-PLIN5 inh	N-glyco inh	NOD2-RIPK2 inh	HTR2A ag	MC4R barr agon
O=C(CCN1CCCC1)Nc1cccc(Br)c1 reads 3	0	90	0	-2	4	3	-3	-6	-1.2
COc1ccc2[nH]c(=O)c(CNc3cc(C)ccc3C)cc2c1 reads -43	4	102	-2	33	0	1	6	-1	0.1
CC(=O)C[C@H](O)CC(=O)[C@H]1OC(=O)CCCCCCCc2ccccc21 reads 15	5	94	-2	8	5	0	0	3	-0.7
CCOC(=O)c1[nH]c2cc3c(cc2c1CCCN1C(=O)c2ccccc2C1=O)OCCO3 reads 0	1	76	6	7	-1	0	3	0	0.8
CC(C)(C)C(=O)C(CO)(Oc1ccc(Cl)cc1)n1cncn1 (centres undefined) reads 2	0	98	4	-2	-2	-2	9	6	5.3

Next section:
26. CCOC(=O)c1sc2nc(NC(=O)COc3ccccc3)sc2c1C
27. O=C(CN1CCN(S(=O)(=O)c2ccc(F)cc2)CC1)Nc1ccc(Cl)c(C(F)(F)F)c1
28. COc1ccc(NC(=O)CN(C)C(=O)c2ccc(-c3ccccc3Cl)o2)cc1
29. COc1ccc(C(O)Cn2ccsc2=NC(C)=O)cc1 (centres undefined)
30. CCNC(=O)N1CCOCC1
Screen / compound no.	26	27	28	29	30
SRC2 inh	-7	-25	-8	-3	-12
MC4R antagonist	11	7	-4	17	0
ABCB6 inh MLPCN	94	93	103	98	103
TLR9-MyD88 block	-1	-1	-2	-3	-1
H9c2 protect	-20	-23	-2	-2	3
ABHD5-PLIN5 inh	-4	-7	-8	8	6
N-glyco inh	0	2	-1	14	-2
NOD2-RIPK2 inh	-14	-8	0	4	-12
HTR2A ag	-5	-3	-9	2	1
MC4R barr agon	2.6	2.5	-0.5	-0.1	-2.1

31. COc1cccc2c(Nc3ccccc3C)cc(C)nc12
32. COc1cc2ncnc(NCCCN3CCOCC3)c2cc1OC
33. O=C(CN1C(=O)COc2ccc(S(=O)(=O)N3CCOCC3)cc21)NCc1ccccn1
34. COc1ccc(N2C(=O)CSC2c2ccccc2)cc1 (centres undefined)
35. Cc1oc(C(=O)O)cc1CSCc1ccoc1C(=O)O
Screen / compound no.	31	32	33	34	35
SRC2 inh	4	-22	-34	-1	-8
MC4R antagonist	-2	-6	5	2	5
ABCB6 inh MLPCN	84	97	98	97	101
TLR9-MyD88 block	-8	3	1	-6	-6
H9c2 protect	-13	10	2	3	-16
ABHD5-PLIN5 inh	-2	-5	6	2	-2
N-glyco inh	5	2	0	0	1
NOD2-RIPK2 inh	-1	7	-3	-1	0
HTR2A ag	-2	0	11	-1	-2
MC4R barr agon	0.2	-1.9	0.0	-0.5	-1.8

36. CS(=O)(=O)NCCOc1ccc(S(=O)(=O)N2CCCc3ccccc32)cc1
37. CCOc1ccc(S(=O)(=O)Nc2ccc(C(=O)N3CCCC3)cc2)cc1
38. COc1cccc(Oc2ccc(C(F)(F)F)cc2NC(=O)CN2C(=O)NC3(CCCC3)C2=O)c1
39. O=Cc1c(N2CCCCCC2)nc2ccccn2c1=O
40. CCn1c(=O)c([N+](=O)[O-])c(N2CCN(Cc3ccc4c(c3)OCO4)CC2)c2ccccc21
Screen / compound no.	36	37	38	39	40
SRC2 inh	5	8	20	-3	14
MC4R antagonist	0	0	-7	0	-7
ABCB6 inh MLPCN	103	90	95	100	91
TLR9-MyD88 block	2	10	6	-4	9
H9c2 protect	12	9	2	5	8
ABHD5-PLIN5 inh	3	-4	1	4	5
N-glyco inh	-3	-1	86*	-3	-2
NOD2-RIPK2 inh	3	-4	-4	-3	-11
HTR2A ag	-5	1	-6	4	1
MC4R barr agon	0.0	-2.4	2.9	-1.4	-0.5

41. NC(=O)c1ccccc1OCC(=O)Nc1cccnc1Cl
42. O=S(=O)(NC1CCCCC1Sc1ncccn1)c1ccc(Cl)cc1 (centres undefined)
43. CC1CCCN(C(=O)CCNC(=O)Cn2cnc3ccccc3c2=O)C1 (centres undefined)
44. O=C(CSc1nc2ccccc2n1Cc1ccccc1)N/N=C/c1ccccc1C(=O)O
45. CCOc1ccc(C2CC(c3ccc(CC)cc3)n3nc(N)nc3N2)cc1 (centres undefined)
Screen / compound no.	41	42	43	44	45
SRC2 inh	-8	-29	-9	-54	-4
MC4R antagonist	5	13	-2	0	1
ABCB6 inh MLPCN	105	92	97	99	99
TLR9-MyD88 block	-7	-4	1	4	-26
H9c2 protect	53*	-2	8	-4	-9
ABHD5-PLIN5 inh	-1	3	0	-1	4
N-glyco inh	1	-2	0	0	2
NOD2-RIPK2 inh	-6	-9	-6	3	-4
HTR2A ag	5	5	-5	4	-2
MC4R barr agon	-1.9	-1.4	0.4	0.2	3.8

46. O=C(c1ccccc1)N1CCN(S(=O)(=O)c2cccs2)CC1
47. CN(C)C1=NC[C@H](Cc2ccccc2)N1CCCC1CCCCC1
48. O=C(COC(=O)CC1CC2CCC1C2)Nc1cc([N+](=O)[O-])ccc1F (centres undefined)
49. COc1cc([N+](=O)[O-])cc(/C=N/NC(=O)Cn2nccc2C)c1O
Screen / compound no.	46	47	48	49
SRC2 inh	-8	19	21	2
MC4R antagonist	4	9	-1	29*
ABCB6 inh MLPCN	98	97	94	100
TLR9-MyD88 block	-9	-1	7	-1
H9c2 protect	8	-27	-20	28
ABHD5-PLIN5 inh	3	9	0	2
N-glyco inh	0	1	-1	0
NOD2-RIPK2 inh	6	1	0	5
HTR2A ag	5	-4	2	-19
MC4R barr agon	-1.3	0.8	3.0	-2.0

A portion of the library. The share of hits here may be higher or lower than overall.
